# AID2073: disruptors of CaV2.2 binding to Mint1 – biochemical, HTRF (AID 2073) | HTRF protein-protein interaction, Mint1-CaV2.2; higher % means a stronger effect | inhibition, % at 20 µM, or IC50 in µM where a hit was titrated | 290,000 tested, 0.19% active; in the data active = inhibition mostly above about 51%, no sharp cut-off; inconclusive = no clear call, values can overlap the other calls; inactive = mostly below about 53%; also: some results filed as inactive read as strong as hits
# Dynein cargo inh: blocks dynein driven cargo transport along microtubules; 220,000 tested, 0.47% active; z-score, hits read low; 3617.4 mouse cells, GR-EGFP nuclear translocation imaging; test concentration mostly 20 µM; stimulated with dexamethasone, 1 µM; active compounds read low;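 active = plate z-score of nuclear minus cytoplasmic receptor signal below a set negative limit, without overly bright fluorescence or cell loss, cut at about -3.5 in these data, passing the limit was not always enough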;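 also: z-score of nuclear minus cytoplasmic ring GR-EGFP intensity difference per well; some compounds called inactive have numbers as strong as hits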
#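 Buffer or medium: Induction medium lacking tetracycline, stripped serum | Also added: Dexamethasone agonist, 1.0 µM final, for 30 min | Timing: 48 h induction, 1 h compound, 30 min dex at 37 °C | Detection: Formaldehyde fixation, Hoechst nuclear stain, 10x automated fluorescence imaging | Measure: Nuclear versus cytoplasmic GR-EGFP signal, averaged per well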
# Ins promoter up: MIN6 insulin promoter up-regulation; MIN6 insulin promoter-GFP reporter, high-content imaging; active compounds read high; z-score at 5 µM; AID 1625; 190,000 tested, 0.3% active;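 active = z-score above 3 at 5 µM with at least 500 cells counted in the well; inconclusive = wells under 500 cells, flagged as cytotoxic or low count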
# HIV peptide binding: inhibitors of HIV fusion peptide binding, primary screen, biochemical, uHTS, fluorescence dequenching (AID 1986) | cell-free peptide binding, fluorescence dequenching, 30 min; higher % means a stronger effect | inhibition, % at 20 µM, or IC50 in µM where a hit was titrated | 290,000 tested, 0.3% active; in the data active = inhibition mostly above about 52%, no sharp cut-off; inactive = mostly below about 76%; also: some results filed as inactive read as strong as hits
# WT yeast gro inh: growth inhibition of WT yeast, mitochondrial fusion screen | mitochondrial fusion phenotypic screen, WT strain | inhibition, % at 10 µM | 190,000 tested, 2.1% active; in the data active = inhibition above about 58%; tested in S. cerevisiae
# MT stabilizer: microtubule stabilizers in HeLa cells | HeLa tubulin immunostaining HCS, 24 h; share of cells brighter than vehicle mean+2SD | % tubulin-high responders, % at 10 µM | 200,000 tested, 0.83% active;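 active = plate Z-score above 3 for both tubulin-high and condensed-nucleus cell shares, with cell loss under 80%, at 10 µM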;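 also: anti alpha tubulin signal scored within the nucleus-defined area of each cell; some results filed as inactive read as strong as hits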
# bCat nuc transl: alters nuclear translocation of beta-catenin in HeLa cells; nuclear translocation activity, % at 5 µM; 190,000 tested, 0.3% active; immunofluorescence imaging;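 active = nuclear translocation activity above 50% at 5 µM, with a well cell count of 50 or more; inconclusive = wells under 50 cells across six images, flagged as toxic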;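 also: per-cell ratio of nuclear to cytoplasmic median beta-catenin stain intensity; plate controls were DMSO negative control for no effect and GSK-3 inhibitor IX positive control for full effect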
#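 Signal – beta-catenin immunofluorescence imaging with DAPI · Test system – human HeLa cell line · Dosing – 5 µM primary single dose, 0.1% DMSO, 0.02–20 µM confirmation series · Measure – % activation, nuclear-to-cytoplasmic median beta-catenin signal ratio per cell · Incubation – 24 h compound exposure at 37°C, 5% CO2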
# Autophagy mod: alters autophagy in cells; MEF GFP-LC3 puncta imaging; test concentration mostly 10 µM; calls only at 10 µM (by protocol); 190,000 tested, 0.98% active;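 active = percentage of spot-positive cells more than 3 SD above its plate mean, without a fluorescence outlier flag or 80% toxicity; inconclusive = no clear call, values can overlap the other calls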;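 also: spot-positive cell cutoff set from DMSO-treated cells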
# Yfh1-depleted yeast: mitochondrial function rescue without frataxin homolog – Friedreich's ataxia, plus single-dose screen, dose response (AID 1465); S. cerevisiae Yfh1-off respiration, WST-1 reduction, 72 h; higher fold induction means a stronger effect; one-dose fold induction at 50 µM; EC50 in µM for titrated hits; 220,000 tested, 0.074% active;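 active = fold induction of absorbance versus untreated yeast above a set limit, then at least 30% activation at any dose in follow-up; inconclusive = repeats straddling the limit, or above it without dose testing; inactive = fold induction below the set limit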;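 also: activators that raise dye reduction in frataxin-depleted yeast; strong numbers were not always called active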
# WT yeast gro inh mutant strain: second read-out of WT yeast gro inh, no call of its own (marks repeat the call); inhibition, %; mitochondrial fusion phenotypic screen, mutant strain inhibition
# Dynein cargo inh cytoplasmic EGFP: second read-out of Dynein cargo inh, no call of its own (marks repeat the call); z-score; measured here: cytoplasmic GR-EGFP intensity; active compounds read high
# Dynein cargo inh nuclear GR-EGFP: recorded beside Dynein cargo inh, whose call it bears; z-score; measured here: nuclear GR-EGFP intensity;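 lower value marks the stronger effect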
# Dynein cargo inh cell count: recorded beside Dynein cargo inh, whose call it bears; z-score; measured here: cell count per field
# Ins promoter up cell count: also measured in Ins promoter up; calls as there; cell count; measured here: cytotoxicity, nuclei count;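 total cells summed across four imaged fields per well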
# bCat nuc transl cell count 5 µM: also measured in bCat nuc transl; calls as there; cell count; measured here: cell count, cytotoxicity flag
# MT stabilizer Hoechst-high %: second read-out of MT stabilizer, no call of its own (marks repeat the call); % Hoechst-high responders; measured here: nuclear condensation Hoechst responders;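 share of cells brighter than vehicle mean plus two SD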
# MT stabilizer cytotoxicity %: second read-out of MT stabilizer, no call of its own (marks repeat the call); toxicity, %; measured here: cytotoxicity by cell density;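 0% = mean cell density of plate MIN control wells and 100% = no cells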
# Autophagy mod cell loss 18 h: recorded beside Autophagy mod, whose call it bears; toxicity, %; measured here: cell loss, nuclei count;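 cell loss after 18 h compound exposure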
# * hit, by the source's call; i = inactive; ? = inconclusive; · = no result given.
SMILES,AID2073,Dynein cargo inh,Dynein cargo inh cytoplasmic EGFP,Dynein cargo inh nuclear GR-EGFP,Dynein cargo inh cell count,Ins promoter up,Ins promoter up cell count,HIV peptide binding,WT yeast gro inh,WT yeast gro inh mutant strain,MT stabilizer,MT stabilizer Hoechst-high %,MT stabilizer cytotoxicity %,bCat nuc transl,bCat nuc transl cell count 5 µM,Autophagy mod,Autophagy mod cell loss 18 h,Yfh1-depleted yeast
O=C(CCN1C(=O)C2CC=C(Cl)CC2C1=O)NC1CCCCC1 (stereo not drawn),-2.3%,2.08,-0.0745,1.23,-1.57,0.15,937,0.0%,2.6,-14.0,1.9,2.1,3.0,·,·,i,-5.4,i
COc1ccccc1NS(=O)(=O)c1ccc2c(c1)n(C)c(=O)n2C,2.9%,0.0791,-0.28,0.698,-0.108,-0.12,1010,2.1%,-25.4,-8.2,1.4,1.7,5.2,0.1,1125,i,-2.4,i
O=C(O)c1ccc(N=Cc2nc(-c3ccco3)oc2O)cc1,-16.0%,0.463,-0.301,-0.024,0.119,-0.55,1203,4.3%,-15.6,-6.4,2.3,2.3,7.0,-1.6,1108,i,-1.5,i
COC(=O)c1ccc(C(=O)OC)c(NC(=O)CN(C)Cc2ccccc2)c1,7.5%,-0.329,-0.241,-0.452,0.199,-1.06,1330,2.8%,29.9,2.4,2.6,2.6,6.8,·,·,i,20.2,i
CCOC(=O)C1CCN(c2c(N3CCCCCC3)c(=O)c2=O)CC1,-0.3%,-0.391,-0.163,0.0911,-0.148,2.68,1487,-1.3%,11.1,-1.8,5.5,1.6,8.6,-1.5,1076,·,·,i
O=C(O)C1CC(=O)N(c2ccc(F)cc2)C1 (stereo not drawn),15.2%,0.144,-0.211,0.095,1.15,-0.62,1346,2.5%,9.6,16.3,2.2,2.0,1.6,1.1,991,i,-2.7,i
COC(=O)CCCCC1SCC2NC(=O)NC21 (stereo not drawn),6.7%,1.04,-0.2,0.465,-0.594,-0.07,1382,-1.0%,-10.4,-13.2,2.8,1.0,6.9,-0.9,1133,i,3.3,i
O=C(/C=C/NNC(=O)c1cccc(Br)c1)c1cccc(Br)c1,13.1%,0.0899,-0.157,-0.0681,-0.215,-0.84,834,9.5%,-0.5,9.7,2.6,2.1,3.9,-0.4,1332,i,7.8,i
CC(=O)Cc1nsc(NC(=O)C2Cc3ccccc3C(=O)O2)n1 (stereo not drawn),5.4%,0.29,-0.221,0.167,-0.0312,-0.28,857,-1.2%,12.0,1.0,3.0,4.3,3.7,·,·,i,6.7,i
Cc1ccc(NC(=S)NC(=O)c2ccc(F)cc2)cc1S(=O)(=O)Nc1ccccc1Cl,-4.3%,-0.0972,-0.29,-0.31,0.382,·,·,3.3%,31.1,6.4,3.4,1.5,6.9,0.4,994,i,4.8,i
Cc1cc(NC(=O)Nc2cccs2)no1,-11.7%,3.56,0.143,3.48,-2.79,-0.95,1221,0.6%,-7.4,1.7,3.4,1.6,5.4,·,·,i,-0.8,i
Cc1nc(NC(=O)c2cccc(Cl)c2)sc1C(=O)N1CCCCC1,13.3%,0.349,-0.183,-0.157,0.442,-0.64,1525,2.3%,1.5,15.1,2.0,4.3,16.0,-1.3,1537,i,-1.1,i
COc1ccc(/C=C/c2ccccc2)cc1[C@H]1[C@H]2C=CC[C@@H](C)[C@@H]2C(=O)N1Cc1ccccc1,15.2%,-0.103,-0.444,0.266,-0.481,·,·,1.7%,·,·,·,·,·,-1.3,1055,·,·,i
Cc1ccc(C)[n+](CC(=O)N2CCCCC2)c1,-2.8%,-0.264,-0.303,0.0766,-0.257,0.3,1657,-0.9%,-6.8,-17.6,3.2,2.2,6.8,-1.1,1014,i,12.5,i
COc1cc(NC(=O)COc2ccccc2)c(OC)cc1NC(C)=O,5.0%,-0.613,-0.214,-0.309,0.699,0.67,1384,-1.2%,6.5,3.3,1.7,0.9,3.1,-0.2,1566,i,13.3,i
CCCOc1cccc(C(=O)Nc2cccc(NC(=O)c3ccco3)c2)c1,0.4%,-0.718,-0.136,-0.192,0.74,0.48,1086,-0.7%,13.4,-0.2,2.1,1.4,3.6,-0.8,1241,i,-9.9,·
CCNC(=O)NC(=O)CSc1nc2ccccc2n1CCOC,-4.6%,-0.111,-0.0459,0.122,0.225,0.62,1488,0.8%,-15.9,-1.0,2.7,2.5,7.5,0.4,1391,i,9.4,i
O=C(COc1ccc(Cl)cc1Cl)NCC(=O)N/N=C/c1c[nH]c2ccccc12,1.8%,-0.124,-0.0324,0.645,-0.766,0.22,1244,1.8%,-1.0,-22.0,2.7,2.4,10.3,2.0,894,i,-4.8,i
O=C(Nc1ccccc1)N1CCN(C(=O)Nc2ccccc2)CC1,-1.2%,0.144,-0.231,0.135,0.267,0.87,1180,0.5%,1.2,-5.5,4.2,1.9,6.0,-2.0,1097,i,-17.4,i
C[C@]1(C(=O)O)C=C[C@@H](Cc2ccccc2)N1C(=O)c1ccccc1,-5.3%,-0.0361,-0.316,0.323,0.411,0.16,1188,3.0%,-9.6,-13.3,4.4,2.7,1.4,-3.2,591,i,5.1,i
CC12CCC(C(=O)Nc3ccccc3)(C(Br)C1=O)C2(C)C (stereo not drawn),-3.0%,-0.306,-0.258,-0.233,-0.435,0.52,1339,-0.2%,-5.2,-8.3,4.1,4.0,10.5,·,·,i,-4.2,i
CCC(C)(C)NC(=O)C(c1ccc(F)cc1)N(Cc1ccco1)C(=O)CCC(=O)Nc1ccccn1 (stereo not drawn),-3.3%,-0.906,-0.231,-0.22,0.977,-0.8,775,-0.2%,5.3,1.1,6.2,2.7,7.1,-3.1,841,i,16.6,i
Cc1ccc(OCC(=O)Nc2ccc(O)c(-c3nc4ccccc4o3)c2)cc1,?,0.464,-0.209,0.236,-0.402,1.72,1173,-1.9%,11.1,-8.3,2.7,6.9,7.8,-1.5,1233,i,-34.0,·
O=C(O)c1ccc(N2CCCCS2(=O)=O)cc1,8.6%,-0.564,-0.145,-0.373,-0.746,-0.29,1532,1.4%,-9.4,0.9,3.1,2.9,7.3,2.5,977,i,3.9,i
O=C(COC(=O)C12CC3CC(CC(C3)C1)C2)NCCc1ccccc1,1.7%,0.77,0.0483,0.889,-1.53,-1.14,898,1.5%,16.0,-11.6,2.3,1.3,5.4,0.4,1171,i,-6.1,i
CCOC(=O)c1ccc(NC(=O)CN2CCN(Cc3ccccc3)CC2)cc1,-0.3%,-0.802,-0.185,0.00158,0.72,0.12,1606,-1.0%,-18.0,-16.9,2.2,2.1,9.0,-1.0,1074,i,5.8,i
CC(C)CNC(=S)NC(=O)c1csc([N+](=O)[O-])c1,-30.4%,-0.275,-0.303,-0.0631,0.802,-0.41,1172,-2.1%,·,·,·,·,·,0.6,1277,·,·,i
Cc1c(C(=O)N2CCOCC2)cc(C(C)(C)C)n1-c1ccccc1,-0.3%,-0.559,-0.207,-0.361,0.973,-0.77,1497,3.6%,·,·,·,·,·,-1.7,1185,·,·,i
c1cncc(-c2nc3ccccn3c2Nc2ccc3c(c2)OCCO3)c1,-1.0%,-0.655,-0.19,-0.258,-0.187,0.48,822,-2.1%,15.5,9.3,5.6,2.9,3.0,·,·,i,5.1,·
Cn1c(=O)c2ncn(CC(=O)N=Nc3c(O)[nH]c4ccccc34)c2n(C)c1=O,-4.1%,1.07,-0.203,0.684,-0.234,-0.64,1261,-2.0%,-8.0,-21.8,4.0,2.9,12.4,3.8,1182,i,-8.2,i
CCN1CCN(CCCNC(=O)c2ccc(/C=C3/Sc4ccccc4N(Cc4ccccc4F)C3=O)cc2)CC1,9.1%,-0.236,-0.219,0.141,-0.0348,-0.44,1043,3.1%,81.9,85.1,1.5,1.8,8.1,3.3,1116,i,-25.1,i
c1nc(N2CCCCC2)c2[nH]cnc2n1,0.8%,-0.764,-0.16,-0.0498,0.896,·,·,0.2%,12.9,4.1,3.9,1.8,4.5,-4.6,1173,i,9.7,i
CCOC(=O)C1C(=O)NC(N2CCc3ccccc32)=NC1c1ccccc1 (stereo not drawn),-2.3%,0.215,-0.182,0.542,-1.01,-0.26,1121,-2.4%,-21.4,-8.6,2.5,1.4,6.0,-0.7,1149,i,-5.4,i
O=C1Nc2ccccc2C1(c1ccccc1)c1ccccc1,1.9%,-0.249,-0.22,-0.287,0.177,0.15,1422,-0.1%,6.5,14.6,3.1,1.3,6.7,-0.2,955,i,-29.6,i
O=C(COC(=O)[C@@H]1CCCN1C(=O)c1cccs1)NCCc1ccccc1,-4.5%,0.161,-0.204,0.239,0.627,1.05,807,2.6%,10.2,5.6,1.6,1.4,4.2,·,·,i,-4.2,i
Cc1cccc2nc(CSc3nc4ccccc4o3)cn12,-6.0%,0.315,-0.275,0.268,0.845,-0.61,1227,-2.9%,0.7,-13.8,2.5,1.3,10.3,-2.6,527,i,3.7,i
COc1ccc(C2CC(=O)n3c(nc4ccccc43)S2)cc1OC (stereo not drawn),-0.2%,-0.0427,0.0189,-0.83,0.333,0.24,1670,-0.6%,10.6,1.4,3.9,1.6,7.8,-1.1,1340,i,0.9,i

# Bioassay records as filed in PubChem.
